# AID inhibitor: inhibitors of human activation induced cytidine deaminase; AID deamination FRET fluorescence, UDG-coupled, 4 h; actives 0.32% (n = 91,000); Q9GZX7; AID 1347428; Potency, µM (titrated, usually from 115 µM), inactives show top-dose activity change, negative = inhibition, usual class: inhibitors; also: nearly all actives have a fitted effect of over 25% in size
# Target sequence (Q9GZX7 whole entry, looked up): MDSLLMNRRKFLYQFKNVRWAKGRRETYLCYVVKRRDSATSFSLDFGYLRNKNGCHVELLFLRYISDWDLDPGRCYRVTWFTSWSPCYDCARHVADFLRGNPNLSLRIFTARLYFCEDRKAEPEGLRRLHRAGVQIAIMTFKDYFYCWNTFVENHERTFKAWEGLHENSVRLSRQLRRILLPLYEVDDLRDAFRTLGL
# UDG counter: UDG inhibition counter-screen | FRET deamination/UDG coupled assay, UDG read, 4 h | Potency, µM (titrated, usually from 115 µM), inactives show at the highest dose activity change, negative = inhibition, most hits filed as inhibitors | actives 0.14% (n = 91,000) | AID 1347430; also: nearly all actives have a fitted effect of over 65% in size
# Starred values were filed as active, the others as inactive; u = inconclusive; & = joins results of further samples; [ ] = dose if it differs, or a comment. Calls follow the shape of the dose curve; as a rule, active = well fitted curve in the direction sought with a large enough effect; inconclusive = small, poorly fitted or top-dose-only effect, or another doubt; inactive = no such curve, though single readings can be large; an effect the other way counts as inactive or inconclusive. % is scaled to controls: 0 for no effect and ±100 for the full control effect; potency is read from the fitted curve at half-maximal effect. Some of the compounds tested; rates above refer to the full screens.
# Every second line gives: AID inhibitor, UDG counter
Cc1noc(Cn2c(=O)c3cc4c(cc3n(CC(=O)Nc3ccc(C(C)C)cc3)c2=O)OCO4)n1
→ -12%&2%, 15%&-2%
CCOC(=O)c1cc(OC(C)C(=O)NC(C)c2ccccc2)cc(C(=O)OCC)c1 (configuration not stated)
→ 0%, 1%
Cc1ccc(NS(=O)(=O)c2ccc(Cl)cc2)cc1S(=O)(=O)N(C)C
→ 7%, 2%
CCN(CC)c1ccc(NC(=O)CN2CCN(S(=O)(=O)c3cc(Cl)ccc3OC)CC2)cc1
→ -28%, u
CCc1cc(C(=O)NCc2ccccc2)no1
→ 25%[57.5 µM], -5%[57.5 µM]
CC(NC(=O)c1cccc2ccccc12)C1CC2CCC1C2 (configuration not stated)
→ -9%, -11%
O=C(O)CCC(CC(=O)O)C(=O)O (configuration not stated)
→ 3%, 4%
CC1=C(C(=O)N2CCOCC2)C(c2c(F)cccc2F)NC(=O)N1Cc1ccccc1 (configuration not stated)
→ -3%, 3%
COc1ccc(CC(=O)OCC(=O)c2ccc3c(c2)OCCCO3)cc1
→ 19%, 8%
COc1cccc(NC(=O)Cn2c(=O)c3cccn3c3ccc(F)cc32)c1
→ 0%, -4%[57.5 µM]
Cc1cccc(NC(=O)Cn2c(=O)n(Cc3ccc4c(c3)OCO4)c(=O)c3oc4ccccc4c32)c1C
→ 3%, 3%
CN1CCN(C(=O)c2cnn(-c3cccc(Cl)c3)c2C2CCN(C(=O)OC(C)(C)C)CC2)CC1
→ -8%, 31%[activator]
O=C(CCc1ncc(-c2ccccc2F)o1)Nc1ccccc1O
→ -1%, -2%
O/N=C1\CC(c2ccccc2)Oc2ccc(Cl)cc21 (configuration not stated)
→ -1%, -3%
Cc1sc(NC(=O)/C=C/c2cccs2)c(C#N)c1C
→ 72%[activator], 6%
CCc1cccc(C)c1Nc1nn2c(=O)c3ccccc3nc2s1
→ 7%, -4%
COc1cc(NC(=O)c2ccc3c(c2)NC(=O)CS3)cc(OC)c1OC
→ 8%, 6%
Cc1c(Cl)cccc1NC(=O)C(=O)NCCc1csc(-c2cccc(F)c2)n1
→ 10%, -9%
Cc1cc(C)c(C#N)c(SCC(F)(F)F)n1
→ 4%, 9%
Cc1ccc(CSc2nc(-c3ccccc3C)nc3c2Cc2c(CO)cnc(C)c2O3)cc1
→ u, -15%
CC(=O)c1ccc(NC(=O)CSc2nc(N3CCCC3)c3c(c2C#N)CCCC3)cc1
→ -5%, -7%
CCN(CC)CCCNC(=O)c1ccc(-c2nc(CN3CCc4ccccc43)c(C)o2)cc1
→ 7%, 3%
CCCOc1ccc(-c2cc(C(F)(F)F)c(C#N)c(SCCC(=O)O)n2)cc1
→ 79µM*, -21%
CCCn1ccc2c(OCC(=O)Nc3ccc(F)cc3F)cccc2c1=O
→ -4%, 55%[activator]
NS(=O)(=O)c1ccc(NS(=O)(=O)c2ccc(NC(=O)c3ccccc3[N+](=O)[O-])cc2)cc1
→ -1%, 4%
O=S(=O)(Cc1ccc(F)cc1Cl)C12CC3CC(CC(C3)C1)C2
→ -6%, -7%
Cc1ccccc1CSc1nc2c(sc3ccccc32)c(=O)n1CCCOC(C)C
→ -16%, -18%
CCn1cc2nc(SCc3ccc(C)cc3)n(CCc3ccccc3)c(=O)c2n1
→ u, -23%
CCCOc1ccc(NC(=O)C(C)Oc2ccccc2OC)c2cccnc12 (configuration not stated)
→ 0%, -6%
Cn1c(N)c(C(=O)COC(=O)c2cc(-c3ccc(F)cc3)nc3ccccc23)c(=O)n(C)c1=O
→ -15%, -14%
CCC(CO)NS(=O)(=O)c1ccc(Cl)c(Cl)c1 (configuration not stated)
→ 0%, 6%
CCOC(=O)c1scc(-c2ccc(C)cc2)c1S(=O)(=O)N1CCN(c2ccccc2F)CC1
→ -10%, u
CN1c2ccc(Cl)cc2-c2nc(SCC(=O)NCc3ccccc3)ncc2S1(=O)=O
→ 26%, -1%
CCCCCCCCSc1ccc(C(C)=O)cc1
→ -3%, -3%
O=C(N/N=C/c1cc(Cl)ccc1OCCCOc1ccccc1Cl)c1ccccc1
→ -6%, -2%
CCN(C(=O)c1cccn(Cc2ccccc2C)c1=O)c1ccccc1
→ 23%, -3%
CC(C)n1c(CNC(=O)c2ccccc2)nc2ccccc21
→ -7%, 3%
CCNc1c(NC(=O)Nc2ccccc2C)c(=O)oc2ccccc12
→ -12%, 1%
COc1ccc(Cn2c(CCC(=O)Nc3ccc(C)c(C)c3)nc3cccnc32)cc1
→ -23%, -21%
COc1cc(Nc2nc(N)c(C(=O)c3cc(C)ccc3C)s2)cc(OC)c1
→ -3%, -7%
Cc1c(Cl)cccc1-c1ccc(CNCCSc2nnnn2-c2ccccc2)o1
→ u, -5%
COc1cccc2c(C)nc(Nc3nc(-c4ccccc4)cc(=O)[nH]3)nc12
→ u, -3%
CCC(C)C(=O)N1CCc2sccc2C1CC (configuration not stated)
→ -1%, 1%
Cc1ccc(NC2(c3nnnn3-c3ccc(C)cc3)CCCCC2)cc1
→ -11%, -1%
CC(NC(=O)c1cc(F)ccc1Br)C1CC2CCC1C2 (configuration not stated)
→ -5%, 0%
CCOC(=O)C(Cc1c[nH]c2ccccc12)NC(=O)COc1ccc(Cl)cc1 (configuration not stated)
→ -6%, 4%
COc1ccc(-c2nc(CN3CCN(C(=O)NCCc4ccccc4)CC3)c(C)o2)cc1
→ -9%, -6%
NC(=O)CN1CCC(NC(=O)c2ccc(Cl)cc2)CC1
→ -1%, -1%
CCc1ccccc1N1CC(c2nc3ccccc3n2CCC2CCCCC2)CC1=O (configuration not stated)
→ u, 79µM*
N#Cc1nc(-c2cccc3ccccc23)oc1N1CCN(c2ccccc2)CC1
→ -1%, 6%
CCCCN(Cc1ccccc1)C(=O)CN(C)S(=O)(=O)c1ccc2c(c1)c(=O)n(C)c(=O)n2C
→ u, -3%
Cn1c(=O)[nH]c(=O)c2c1nc(CN1CCOCC1)n2Cc1ccc(Cl)c(Cl)c1
→ -8%, 3%
O=C(CSc1nc2ccsc2c(=O)n1Cc1ccccc1Cl)NCc1ccc(Cl)cc1
→ 10%, 1%
CC(C)(C)CC(=O)NCCCCNC(=O)CC(C)(C)C
→ -9%, 1%
N#CC1(NC(=O)CSc2cc(C(N)=O)c3ccccc3n2)CCCCCC1
→ 9%, 9%
COc1ccc(C(=O)NC2=Nc3ccccc3N=C(C)C2c2ccccc2)cc1 (configuration not stated)
→ -17%, -12%
CC(NC(=O)c1ccc2ccccc2n1)c1cccs1 (configuration not stated)
→ -2%, -5%
Cn1c(=O)c(=O)n(C)c2cc(S(=O)(=O)N3CCN(c4ccccc4)CC3)ccc21
→ -19%, -3%[57.5 µM]
Cc1ccccc1C(=O)Nc1ccc2nc(N3CCCCC3)cc(C)c2c1
→ -7%&-19%, -2%&-1%
COc1ccc(-c2cnc(C)o2)cc1S(=O)(=O)Nc1ccc(C)c(N(C)C)c1
→ 159%[activator], -7%

# Pulled one by one from the entries so far (2):
# Every second line gives: AID inhibitor, UDG counter
COc1ccc(C(=O)NC2=Nc3ccccc3N=C(C)C2c2ccccc2)cc1 (configuration not stated)
→ -17%, -12%
Cn1c(=O)[nH]c(=O)c2c1nc(CN1CCOCC1)n2Cc1ccc(Cl)c(Cl)c1
→ -8%, 3%

# Following part:
# Every second line gives: AID inhibitor, UDG counter
Cc1cc(NC(=O)c2ccccc2Cl)ccc1NC(=O)c1ccccc1
→ 30%[activator][57.5 µM], -7%[57.5 µM]
Cc1ccc(F)cc1NCc1ccccc1C#N
→ -9%, -3%
O=C(OCC1CCCO1)c1ccc2c(c1)N(Cc1c(F)cccc1Cl)C(=O)c1ccccc1S2(=O)=O (configuration not stated)
→ 0%, 31%[activator]
CC(C)Cn1c(N)c(-c2csc(NC(C)C)n2)c(=O)n(C)c1=O
→ -6%, 2%
Cc1cccc(NC(=O)N2CCN(C(=O)c3nsc4ccccc34)CC2)c1C
→ 2%, -24%
COc1cccc(NC(=O)CSc2nc3c(oc4ccccc43)c(=O)n2Cc2ccco2)c1
→ 192%, 9%
COc1ccc(NC(=O)C(CCSC)NC(=O)C2CCC(C)CC2)cc1OC (configuration not stated)
→ -13%, -5%
Cn1c(=O)oc2cc(S(=O)(=O)Nc3ccc(C(=O)O)cc3)ccc21
→ 179%[activator], -9%
Nc1ccccc1SC1=CS(=O)(=O)c2ccccc21
→ -10%, 10%
O=C(O)CNS(=O)(=O)c1ccc(Cl)c(Cl)c1
→ -6%, 0%
Cc1ccc(-n2nc(-c3ccc(F)cc3)c3cnc4cc5c(cc4c32)OCO5)cc1C
→ 19%, -2%
CC1CCN(c2nc(-c3ccc(Cl)cc3)nc3ccccc23)CC1
→ 4%, -2%
Cc1ccc2nc(COc3cccc(NC(=O)COc4ccccc4F)c3)cc(=O)n2c1
→ 65%[activator], 32%[activator]
CCOc1ccc(-c2c(C)nn3c(C)c(C(=O)NCCc4ccccc4)cnc23)cc1OCC
→ 16%, 20%
O=C(O)c1cc(NCc2cccc(OCc3ccccc3)c2)ccc1N1CCOCC1
→ -22%&-8%, -20%&-8%
FC(F)(F)c1cccc(N2CCN(Cc3nnc(-c4ccc5c(c4)OCO5)o3)CC2)c1
→ u, -21%
Cc1cc(C)n(-c2nc3ccccc3nc2Nc2cc(Cl)ccc2C)n1
→ 4%, 5%
Cc1ccc(C(=O)c2ccccc2C(=O)N(C)Cc2cccs2)cc1C
→ -8%, 2%
COc1ccc(OC)c(CNC(=O)c2cc(=O)[nH]c3ccc(S(=O)(=O)N4CCCCC4C)cc23)c1 (configuration not stated)
→ -14%, -6%
COc1ccc(CCNC(=O)c2ccc3c(c2)CCN3S(=O)(=O)c2ccc(Cl)cc2)cc1
→ -7%, -5%

# Going on with the list.
SMILES | AID inhibitor | UDG counter
COC(=O)CNC(=O)C(Cc1ccccc1)NS(=O)(=O)c1ccc2c(c1)c(=O)n(C)c(=O)n2C (configuration not stated) | 1% | 0%
Cc1nc(-c2ccc(Cl)cc2)sc1CCNC(=O)C(=O)Nc1ccc2c(c1)OCCO2 | 43%[activator] | 13%
COc1cccc(C2C(C#N)=C(N)Oc3nc[nH]c(=O)c32)c1 (configuration not stated) | 0% | 0%
CCOc1cc(CNC(=O)C(NS(=O)(=O)c2cccs2)C(C)C)cc(OCC)c1OCC (configuration not stated) | 12% | 13%
CC(=O)N1CCCc2cc(S(=O)(=O)N3CCCC(C(=O)N4CCN(c5cc(C)ccc5C)CC4)C3)ccc21 (configuration not stated) | u | -25%
Cc1ccc(Cl)cc1N1CCN(C(=O)CN(C)c2nnc(N3CCCC3=O)s2)CC1 | -9% | -3%
Cc1ccc(C)c(N2CCN(Cc3csc(C)c3)CC2)c1 | 2% | 1%
O=C(CCc1ncc(-c2ccccc2)o1)N1CCN(c2ccccc2F)CC1 | -20% | -12%
Cc1ccc(OCC(=O)Nc2ccc3nn(-c4ccc(C)cc4)nc3c2)cc1 | 95%[activator] | 4%
CCc1ccccc1NC(=O)c1cc2ccccc2oc1=O | 0% | -2%
Cc1cnc(C(=O)OCc2cccc(C(F)(F)F)c2)cn1 | 4% | 2%
Cc1c(Cl)cccc1NC(=O)c1nc2ccccc2nc1N1CCCCC1 | 7% | 9%
O=C(NCCN1CCN(c2cccc(Cl)c2)CC1)c1nnc(Cc2ccc(F)cc2)o1 | -16% | -13%
Cc1nn(-c2ccc(N3CCCC3)nn2)c(C)c1CCC(=O)NCc1ccccc1 | 4% | -8%[57.5 µM]
O=C(NC1CCc2ccccc21)c1cc2c(s1)CCC2 (configuration not stated) | 4% | -13%

# Reformatted field by field: entries from further up.
> CC(=O)N1CCCc2cc(S(=O)(=O)N3CCCC(C(=O)N4CCN(c5cc(C)ccc5C)CC4)C3)ccc21 (configuration not stated)
  AID inhibitor: u; UDG counter: -25%

> Cc1ccc(Cl)cc1N1CCN(C(=O)CN(C)c2nnc(N3CCCC3=O)s2)CC1
  AID inhibitor: -9%; UDG counter: -3%

> Cc1ccc(C)c(N2CCN(Cc3csc(C)c3)CC2)c1
  AID inhibitor: 2%; UDG counter: 1%

> O=C(CCc1ncc(-c2ccccc2)o1)N1CCN(c2ccccc2F)CC1
  AID inhibitor: -20%; UDG counter: -12%

# Other results.
SMILES | AID inhibitor | UDG counter
Cn1c(=O)c2c(nc(Sc3ccccc3)n2Cc2ccccc2Cl)n(C)c1=O | -3% | -7%
COC(=O)c1nnn(CC(=O)Nc2c(C)cccc2C)c1N | -28% | -25%
Cc1ccc(C(=O)C(C)OC(=O)c2c(C)noc2C)cc1C (configuration not stated) | -2% | -6%
N#Cc1ccc(/C=N/Nc2c(Cl)cc(Cl)cc2Cl)cc1 | 7% | 9%
CCn1c(CNC(=O)c2ccc(OC)cc2)nnc1SCC(=O)Nc1ccc(F)cc1 | -20% | 2%
CNC(=O)NC(=O)CN(C)C(C)c1cccs1 (configuration not stated) | 1% | 3%
CC(NC1CC1)c1ccc(Cl)cc1 (configuration not stated) | -7% | -1%
CCC(C)NC(=O)Cn1c(=O)n(-c2ccc(C)cc2)c(=O)c2ccccc21 (configuration not stated) | 5% | 2%
COc1ccc(OCC(=O)OCc2cc(=O)n3cc(C)sc3n2)cc1 | 2%&-15% | u
CCNc1oc(/C=C/c2cc(OC)c(OC)c(OC)c2)nc1C#N | -17% | -13%
Cc1occc1-c1nnc(SCc2cc(Cl)c3c(c2)OCCO3)o1 | -15% | -10%
Cc1cc(C)cc(NC(=O)c2cc3c(=O)n(Cc4ccco4)ccc3nc2C)c1 | 17% | -1%[57.5 µM]
Cc1ccc(C)c(-n2nnc(-c3nc(-c4ccc(Cl)cc4)no3)c2N)c1 | 10% | -3%
CC(C)CCN(CC(=O)NC(=O)NCc1ccco1)C1CC1 | -3% | -3%
CC(C)(C)NCCC(=O)O | 5% | 6%
Cc1ccc2c(COC(=O)c3cc(S(=O)(=O)N4CCOCC4)ccc3C)cc(=O)oc2c1 | 0% | 4%

# Source: PubChem (National Center for Advancing Translational Sciences (NCATS))
